PNC inhibitor: blocks assembly of the perinucleolar compartment; PC3M PTB-GFP, PNC prevalence imaging, 16 h; hits give low values; activity change (PNC), negative = inhibition, % at 10 µM; actives 3.1% (n = 140,000);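 active means readout at or below -70, meaning at least 70% loss of cells showing the perinucleolar compartment, a nuclear body marking cancer cells; inconclusive means readout between -30 and a set limit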;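 further: plate controls were DMSO wells for no effect and camptothecin positive control wells for full effect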
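PC3M cells stably expressing PTB-GFP, 750–1000 cells/well, treated 16 h at 37 °C with compound (23 nl of library stock), in duplicate. After paraformaldehyde fixation and Hoechst stain, imaged at 20x; PNC prevalence scored by image analysis.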
IMPase inh: membrane-permeable compound that blocks inositol monophosphatase; P97697; CHO-M1 cells, IP1 accumulation, HTRF TR-FRET ratio; inhibition (IP1 accumulation), % at 46.1 µM; 120,000 tested, under 10 active; AID 901; active means well fitted curve in the direction sought with a large enough effect in the signal ratio, not every such curve was filed as active; inconclusive means small, poorly fitted or top-dose-only effect, or a change in a side signal; inactive means no such curve, though single readings can be large or run the other way; the % refers to the signal ratio;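 further: cells stimulated with carbachol in lithium chloride buffer; plate controls were DMSO basal wells for no effect and reference inhibitor wells for full effect; higher means more IMPase inhibition seen as more IP1 and lower FRET ratio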
Target sequence (P97697 whole entry, looked up): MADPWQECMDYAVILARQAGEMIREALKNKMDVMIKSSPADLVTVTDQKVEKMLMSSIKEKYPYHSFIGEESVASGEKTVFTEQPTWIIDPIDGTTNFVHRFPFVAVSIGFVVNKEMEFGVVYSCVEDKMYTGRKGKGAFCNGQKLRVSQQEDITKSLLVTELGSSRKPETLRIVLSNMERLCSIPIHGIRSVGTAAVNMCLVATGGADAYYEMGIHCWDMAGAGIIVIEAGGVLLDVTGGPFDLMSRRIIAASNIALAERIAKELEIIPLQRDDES
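Seeded CHO-M1 cells were dosed with compound at up to 46 uM, stimulated with carbachol for 30 min, then lysed in IP-One detection reagents. Higher IP1 lowers the TR-FRET signal.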
ALOX12 inhib: blocks human 12-lipoxygenase activity; actives 0.12% (n = 150,000); P18054; purified 12-hLO, xylenol orange hydroperoxide absorbance; Potency, µM (doses to about 57.1 µM), for the others: top-dose activity change, negative = inhibition, usual class: inhibitors; further: potency means the concentration at half of the fitted maximal effect; nearly all actives have a fitted effect of over 55% in size; many of its hits are not listed in these tables
Target sequence (P18054 whole entry, looked up): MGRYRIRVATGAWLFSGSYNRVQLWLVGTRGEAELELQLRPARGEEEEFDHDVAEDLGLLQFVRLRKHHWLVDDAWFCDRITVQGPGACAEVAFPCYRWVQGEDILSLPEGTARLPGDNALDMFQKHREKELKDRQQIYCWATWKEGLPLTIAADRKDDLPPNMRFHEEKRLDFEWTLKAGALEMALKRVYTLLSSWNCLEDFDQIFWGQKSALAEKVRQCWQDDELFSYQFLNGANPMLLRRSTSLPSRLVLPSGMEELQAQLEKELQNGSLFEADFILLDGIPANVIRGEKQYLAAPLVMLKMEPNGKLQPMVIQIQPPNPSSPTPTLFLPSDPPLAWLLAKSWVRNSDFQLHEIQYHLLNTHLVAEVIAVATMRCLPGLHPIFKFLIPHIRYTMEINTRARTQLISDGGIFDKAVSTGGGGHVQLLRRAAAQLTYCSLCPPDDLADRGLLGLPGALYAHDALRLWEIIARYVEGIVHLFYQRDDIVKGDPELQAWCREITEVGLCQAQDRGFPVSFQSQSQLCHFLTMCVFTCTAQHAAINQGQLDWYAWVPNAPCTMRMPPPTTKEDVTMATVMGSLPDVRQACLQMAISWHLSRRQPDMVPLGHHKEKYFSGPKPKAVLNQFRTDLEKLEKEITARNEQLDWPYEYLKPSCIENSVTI
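Hydroperoxide formation by human 12-lipoxygenase from 40 uM arachidonic acid was followed colorimetrically via ferric-xylenol orange complex, using the 573/405 nm absorbance ratio. Enzyme concentration was 150 nM, with 30 min reaction at room temperature.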
ALOX15B inhib: inhibitors of human 15-lipoxygenase 2 (ALOX15B) | O15296 | actives 0.56% (n = 110,000) | Potency, µM (highest dose often 57.1 µM), for the others: top-dose activity change, negative = inhibition, most hits filed as inhibitors | purified 15hLO-2, xylenol orange hydroperoxide absorbance; further: potency means the concentration at half of the fitted maximal effect; nearly all actives have a fitted effect of over 60% in size; many of its hits are not listed in these tables
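Screening format was qHTS against 50 nM purified 15hLO-2 in Hepes pH 7.5 with detergent. Activity follows hydroperoxide formation from 45 uM arachidonic acid, measured as 573:405 nm absorbance ratio of the ferric-xylenol orange complex.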
An asterisk follows results filed as active; ? = inconclusive; · = not tested or not shown; & = joins results of further samples; [ ] = remark or other dose. Unless noted, the call rests on the fitted dose curve; in most records, active means well fitted curve in the direction sought with a large enough effect; inconclusive means small, poorly fitted or top-dose-only effect, or another doubt; inactive means no such curve, though single readings can be large; an effect the other way counts as inactive or inconclusive. Unless noted, on the % scale 0 is the no-effect control and ±100 the full control effect. The list is partial; rates above refer to the full screens.

SMILES	PNC inhibitor	IMPase inh	ALOX12 inhib	ALOX15B inhib
CCS(=O)(=O)NCC(c1ccco1)N1CCN(c2ccccc2)CC1 (stereo not given)	38	1	2%	·
Cc1nc2c(o1)CCc1ccccc1C2N1CCN(C)CC1 (stereo not given)	-20	19	-4%	-1%
O=C(CN1C(=O)NC(Cc2ccccc2)C1=O)Nc1ccccc1 (stereo not given)	?	-7	-2%	0%[2.29 µM]
CCCCC(=O)Nc1ccc(N2CCN(S(C)(=O)=O)CC2)cc1	?	-12	3%	-2%
COc1cc(OC)cc(C(=O)Nc2ccc(-n3cnnn3)c(C)c2)c1	-20	17	-8%	-6%
COc1ccccc1C(=O)N/N=C(\C)c1ccc(NC(=O)C2CC2)cc1	?	·	1%	·
COCCCN1C(=O)c2ccc(C(=O)Nc3cccc(OC)c3)cc2C1=O	31	2	-3%	-3%
O=C(CN1CCC(n2nnc3cc(C(F)(F)F)ccc32)CC1)Nc1ccc2c(c1)CCC2	?	0	1%	18%
CCOC(=O)c1[nH]c2cc3c(cc2c1NC(=O)CN1CCC2(CC1)OCCO2)OCO3	31	-9	-7%	-11%
Cn1c(C(=O)NCCCN2CCN(c3ccccc3F)CC2)cc2c(=O)[nH]c3ccccc3c21	35	-11	1%	60%[activator]

Some values from the results shown:
ALOX12 inhib result of O=C(CN1C(=O)NC(Cc2ccccc2)C1=O)Nc1ccccc1 (stereo not given) reads -2%
ALOX12 inhib result of O=C(CN1CCC(n2nnc3cc(C(F)(F)F)ccc32)CC1)Nc1ccc2c(c1)CCC2 reads 1%

Going on with the list:
SMILES	PNC inhibitor	IMPase inh	ALOX12 inhib	ALOX15B inhib
CCN(CC)S(=O)(=O)c1cccc(-c2nnc(SCC(=O)NC)n2CCc2ccccc2)c1	-8	-11	-7%	-10%
OCCSc1nc(-c2ccccc2)nc2c1CCC2	-21	·	-2%	·
COC(=O)N/N=C(\C)c1ccccc1OC(F)F	12	·	1%	·
Cc1ccc(Nc2nc(N)c([N+](=O)[O-])c(N3CCC(C)CC3)n2)cc1C	15	·	5%	·
COC(=O)Cc1c(C)nc2nc(NCc3cccc([N+](=O)[O-])c3)[nH]n2c1=O	-4	-5	-2%	0%
O=C(N/N=C1\CCCc2c1[nH]c1ccc([N+](=O)[O-])cc21)c1ccncc1	57	2	-3%	·
Cc1ccc2nc(-c3ccc(NC(=O)COC(=O)c4ccc([N+](=O)[O-])o4)cc3)sc2c1	6	·	0%	·
COc1ccccc1CN1CC[C@@]2(CCCN(C(=O)c3cccc(F)c3)C2)C1	·	·	-1%	4%
O=S(=O)(c1ccc(Cl)c(Cl)c1)c1snnc1-c1ccccc1	-6	3	-6%	-5%
CC(NC(=O)c1cccc(F)c1)C(c1cccs1)N1CCN(C)CC1 (stereo not given)	?	11	1%	18%
COCC(=O)N(Cc1cc2ccc(C)cc2[nH]c1=O)c1ccc(OC)cc1	32	-1	-1%	-3%
COc1cc2c(cc1NC(=S)NC(=O)/C=C/c1ccc(OC)c(OC)c1)oc1ccccc12	?	·	-1%	·
CCCc1cc(=O)[nH]c(SCC(=O)N(C)C2CCS(=O)(=O)C2)n1 (stereo not given)	?	5	4%	-1%
CNc1nnc(-c2ccncc2)s1	25	-18	3%	-5%
Cc1ccc(C)c(NCCC#N)c1	28	·	1%	·
CCCNC(=O)c1c(N)n(-c2cc(OC)cc(OC)c2)c2nc3ccccc3nc12	-22	-3	-1%	2%
O=C1c2cccc(O)c2C(=O)c2c(O)cccc21	43	·	-11%&-14%	-11%
COC(=O)c1cnn2c3c(c(C)nc12)CCCC3	13	-12	0%	2%
O=C(CSc1nnc(Cc2ccccc2)o1)NC1CCCCC1	?	-1[1.84 µM]	-3%	7%[11.4 µM]
CCN(Cc1ccccc1)S(=O)(=O)c1cc(C(=O)NC(C)C2CC3CCC2C3)ccc1OC (stereo not given)	-15	·	-1%	·
Cc1c(O)nc(SCC(=O)Nc2ccc3c4c(cccc24)CC3)n(-c2ccccc2)c1=O	-113*	·	-4%	·
CCN(CC)S(=O)(=O)c1ccc(/C=C/C(=O)Nc2cccc(F)c2)cc1	22	·	-1%	·
COc1ccc(-c2nc(C(=O)N3CCN(C)CC3)sc2-c2ccc(OC)cc2)cc1	·	4	1%	43%[activator]
CCC(C)(C)NC(=O)Cc1ccccc1OC	32	6	7%	-6%
Clc1ccc2c(c1)C1=C(C(c3ccncc3)O2)C(c2ccc(Br)cc2)n2ncnc2N1 (stereo not given)	-20	1	-11%	48%[activator]
COc1ccc(OC)c2[nH]c(=O)c(CCNS(=O)(=O)c3ccc(Cl)cc3)cc12	-11	0	-11%	4%
CCOC(=O)CN1CC23C=CC(O2)C(C(=O)Nc2ccc(OC)cc2OC)C3C1=O (stereo not given)	-3	6	-1%	·
O=C(CN1C(=O)c2cccc3cccc(c23)C1=O)N1CCN(c2ccccn2)CC1	-104*	·	-1%	·
CCOc1cccc(OCCOCCN(C)Cc2ccccc2)c1	-17	3	7%	13%
CC(NCc1cccn1C)c1ccccc1 (stereo not given)	1	6	9%	5%
COc1ccc2cc(CCNC(=O)c3c(-c4ccccc4Cl)noc3C)c(=O)[nH]c2c1	-12	4	-11%	-2%
O=C(NCCc1ccc2c(c1)OCCO2)c1cc(F)cc(F)c1	33	5	-2%	·
O=C(N/N=C/c1ccncc1)c1cc(Br)ccc1OCc1ccccc1	20	·	5%	·
CN1Cc2c(N3CCOCC3)nc(SCc3ccccc3)c(C#N)c2CC1(C)C	-5	17	-27%	35%[activator]
CO/N=C/NC(=O)N1OC[C@@H]2COc3ccc4ccccc4c3[C@@H]21	7	8	5%	-2%
Cc1ccc2c(C(=O)CN3CCCCC3CCO)c(C)[nH]c2c1 (stereo not given)	4	0	-5%	5%
COC(=O)c1cccc(NC(=O)c2cccs2)c1C	-8	-7	-3%	-4%
CCCNc1ncnc2nc[nH]c12	8	-3	5%	3%
COc1ccc(-c2cc(N)n(S(=O)(=O)c3ccc(C)cc3)n2)c(OC)c1	-91*	7	-28%	7%
COc1ccc2nc(C)cc(SCC(=O)Nc3c(C)cccc3C)c2c1	?	·	0%	·
CN(C)CCCNC(=O)CCc1nc2ccccc2c(=O)[nH]1	?	0	0%	1%
C/C(NC1CCCCC1)=C(/C#N)C(=O)NCCN1CCOCC1	24	-6	1%	-13%
COc1ccc(-c2coc3cc(OC(C)=O)cc(OC(C)=O)c3c2=O)cc1	·	·	0%	4%
CCc1ccc2[nH]c(=O)c(CN(CCCN3CCOCC3)C(=O)Nc3ccc(F)cc3)cc2c1	19	7	-6%	57%[activator]
O=S(=O)(c1cccs1)N1CCN(CC(O)COc2cccc(Br)c2)CC1 (stereo not given)	-15	0	-10%	4%
Cc1ccc(N(CC(=O)NC2CCCCCC2)S(=O)(=O)c2c(C)nn(C)c2C)cc1	-26	10	-4%	10%
COc1ccccc1NC(=S)N(Cc1ccco1)Cc1cc2cc(C)ccc2[nH]c1=O	-20	·	-4%	·
CC(C)=CCC[C@](C)(O[C@@H]1O[C@H](CO)[C@@H](O)[C@H](O)[C@H]1O)[C@H]1CC[C@]2(C)[C@@H]1[C@H](O)C[C@@H]1[C@@]3(C)CC[C@H](O[C@@H]4O[C@H](CO)[C@@H](O)[C@H](O)[C@H]4O[C@@H]4O[C@H](CO)[C@@H](O)[C@H](O)[C@H]4O)C(C)(C)[C@@H]3[C@@H](O)C[C@]12C	·	·	-2%[0.00818 µM]	4%[0.0915 µM]
CCc1ccc2[nH]c(O)c(N=Nc3nc(-c4ccccc4)cs3)c2c1	18	6	-4%	-14%
O=C(Nc1nc2c(s1)CCCC2)C1CCCN1C(=O)c1cccs1 (stereo not given)	0	2	-6%	7%
(list continues)
SMILES	PNC inhibitor	IMPase inh	ALOX12 inhib	ALOX15B inhib
O=C1CC(N2CCN(C(c3ccccc3)c3ccccc3)CC2)C(=O)N1 (stereo not given)	-29	4	-1%	-2%
COc1cc(OC)c2c(-c3cccc(-c4cccc(N)c4)c3)cc(=O)oc2c1	·	·	-1%[0.00818 µM]	4%[0.0915 µM]
N#Cc1ccc(C(c2nnnn2CCc2ccccc2)N2CCCCCC2)cc1 (stereo not given)	19	8	-6%	-9%
Cn1ccnc1SCC(=O)Nc1ccc2c(c1)COC2=O	-6	-11	-5%	·
O=C(COC(=O)c1ccc([N+](=O)[O-])o1)NC1CCS(=O)(=O)C1 (stereo not given)	13	1	0%	·
Cc1ccccc1OC(=O)Cn1c(C(F)(F)F)nc2ccccc21	-22	3	-6%	12%
CCN(CC)c1ccc2cc(C(=O)Nc3cccnc3N3CCOCC3)c(=O)oc2c1	-1	12	-1%	-7%
COc1cccc(/C=N/NC(=O)c2ccc(COc3ccc(Cl)cc3Cl)o2)c1	13	7	0%	14%
Cc1ccc(C(=O)NCc2ccc(Cl)c(Cl)c2)o1	18	1	-2%	12%
Cc1ccc(S(=O)(=O)N2CCC(=O)N(CCOC(=O)Nc3ccc(C)c(C)c3)CC2)cc1	-9	·	-3%[0.00818 µM]	8%[0.0915 µM]

The list goes on, overlapping the part above by two compounds.
SMILES	PNC inhibitor	IMPase inh	ALOX12 inhib	ALOX15B inhib
Cc1ccc(C(=O)NCc2ccc(Cl)c(Cl)c2)o1	18	1	-2%	12%
Cc1ccc(S(=O)(=O)N2CCC(=O)N(CCOC(=O)Nc3ccc(C)c(C)c3)CC2)cc1	-9	·	-3%[0.00818 µM]	8%[0.0915 µM]
O=S(=O)(c1ccccc1)N1CCN(c2nc3ccccc3s2)CC1	?	0	5%	-1%
CCCCOC(=O)Nc1nc(CC(=O)OCC)cs1	-13	8	-1%	-2%
Cc1ccc(S(=O)(=O)NC(CC(=O)NCc2ccco2)c2ccco2)cc1 (stereo not given)	35	?	0%	-17%[11.4 µM]
COc1ccc(S(=O)(=O)Nc2cc3c4c(oc3c3ccccc23)CC(C)(C)CC4=O)cc1	57	7	-8%	-26%
O=C(NCc1ccccc1)NC1(C(=O)N2CCN(c3ncccn3)CC2)CCCCC1	4	-11	-3%	0%
Cc1ccc(NC(=O)CCC(=O)NNC(=O)Cc2ccccc2)cc1C	64	-3	3%	-9%
Cc1cccnc1	·	·	-8%	-5%
CSc1nc2c(c(=O)[nH]1)C(c1cccs1)C1=C(CCCC1=O)N2 (stereo not given)	5	4	-3%	-13%
CN1OC2C(=O)N(c3ccccc3)C(=O)C2C1c1ccc(F)cc1 (stereo not given)	18	-23	0%	-1%
Cc1cccc(Nc2nc(NCc3ccco3)c3ccccc3n2)c1	14	·	-20%	·
CCOC(=O)c1ccc(C(=O)OCC)nc1	-15	-1	2%	4%
CC1CCN(C(=O)CN(C2CCCCC2)S(C)(=O)=O)CC1	-6	-5	5%	-2%
C=CCc1c(O)nc(SCC(=O)c2ccccc2)[nH]c1=O	69	2	4%	2%
Cc1ccc(CSc2nncn2-c2ccccn2)cc1	-27	3	5%	·
O=C(NCc1ccccn1)c1ccc(N2CCCC2=O)cc1	1	7	-5%	5%
COc1cc(CNC(C)(C)C)cc(Br)c1OCc1cccs1	-24	-3	-8%	·
CCCCC(CC)COCCCN (stereo not given)	·	·	-6%	7%
COC(=O)c1ccc(CSc2nncn2C)cc1	?	8	-3%	-3%
Cc1cc(C)c(S(=O)(=O)n2c([N+](=O)[O-])cnc2C)cc1C	-14	4	10%	·
COC(=O)c1ccc(NC(=O)CCN2CCN(c3ccccc3)CC2)cc1	13	0	-2%	8%
CCOc1ccc(NC(=O)c2ccc(OC)cc2)cc1	-8	0	1%	-6%
CCOC(=O)c1c(NC(=O)C2c3ccccc3Oc3ccccc32)sc(C(=O)N(CC)CC)c1C	-15	0	-22%	-18%
CCNC(=O)COC(=O)c1csc2c1CCCC2	?	·	-3%	·
C=CCSc1nnc(NC(=O)CSc2nc(CCC)cc(=O)[nH]2)s1	-23	4	-6%	-6%

Source: PubChem (National Center for Advancing Translational Sciences (NCATS))
